Rab9 promoter act: qHTS Assay for Rab9 Promoter Activators. Huh7 Rab9 promoter-luciferase reporter, luminescence, 24 h. Potency, µM (top dose mostly 9.22 µM), for inactives: at the highest dose activation, negative = inhibition, usual class: activators. actives 2.8% (n = 320,000). AID 485297, 2010; also: % of control where 0% means no effect; nearly all actives have a fitted effect of over 60% in size
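Cells were plated at 1500 per well in reduced-serum medium with 10% FBS and left 2 h. Compound in DMSO was then added for 24 h at 37 °C. Reporter signal was read by luminescence after 10 min with luciferase detection reagent.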
RORg inh: qHTS for inhibitors of ROR gamma transcriptional activity; Nuclear receptor ROR-gamma (Mus musculus), P51450; Drosophila S2 Gal4-RORgamma UAS-luciferase reporter, 20 h; Potency, µM (titrated, usually from 53.6 µM), for the others: at the top dose activity change, negative = inhibition, usual class: inhibitors; actives 5.4% (n = 310,000); also: % is scaled to controls: 0 for no effect and ±100 for the full control effect; nearly all actives have a fitted effect of over 60% in size
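Stable Schneider cell line, Gal4 DNA-binding domain fused to ROR gamma, UAS-luciferase. Cmpd 1 hr RT → CuSO4 700 uM final → 20 hr RT → luciferase reagent 10 min → luminescence.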
BRCA1 expr up: qHTS Assay to Identify Small Molecule Activators of BRCA1 Expression. actives 1.1% (n = 380,000). MCF7-BRCA1-FFLuc reporter, luminescence, 48 h; response scale: scaled: vehicle 0%, 10 µM genistein 100%. Potency, µM (series often up to 46.1 µM), without a hit: at the highest dose activation, hits mostly activators; also: nearly all actives have a fitted effect of over 80% in size; some results filed as inactive show a strong effect at the top dose
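Reporter cells (MCF7, BRCA1 promoter-firefly luciferase) received library compounds across a concentration series for 48 h. End-point luminescence was measured and concentration-effect curves derived after normalization.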
uPA generation: qHTS for Inhibitors of Cell Surface uPA Generation. cell surface uPA generation assay, qHTS. Potency, µM (top dose mostly 38.3 µM), inactives show top-dose activity change, negative = inhibition, usual class: inhibitors. actives 0.31% (n = 330,000). AID 540303, 2011; active = well fitted inhibition curve with a large enough effect; inconclusive = small, poorly fitted or top-dose-only effect; inactive = no such curve, though single readings can be large or run the other way; tested in mouse RAW 264.7 cells; also: % is scaled to controls: 0 for no effect and ±100 for the full control effect; nearly all actives have a fitted effect of over 55% in size
NPC1 promoter act: qHTS Assay for NPC1 Promoter Activators; Huh7 NPC1 promoter luciferase reporter, 24 h; Potency, µM (highest dose often 9.22 µM), for inactives: top-dose activation, most hits filed as activators; AID 485313, 2010; actives 2.4% (n = 320,000);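 also: % of control where 0% means no effect; nearly all actives have a fitted effect of over 60% in size; reporter is driven by a mutant NPC1 promoter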
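Stably transfected Huh7 (NPC1 promoter→luciferase), 1500 cells/well in Opti-MEM + 10% FBS, 2 h settle, then compound 24 h at 37 °C. Luminescence after 10 min with Amplite reagent.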
p53 reactivation: qHTS assay for re-activators of p53 using a Luc reporter. Potency, µM (titrated, usually from 92.2 µM), without a hit: top-dose activity change, positive = activation, usual class: activators. H1299 p53-A138V BP100-luciferase reporter, luminescence, 24 h. actives 0.063% (n = 320,000); also: % of control where 0% means no effect; nearly all actives have a fitted effect of over 45% in size
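H1299 (p53-null), stable ts p53-A138V + BP100-Luc; 1000 cells/well, Opti-MEM/10% FBS; cpd 4 pt, 1:5; 24 h, 37 deg C, 5% CO2; detection reagent 10 min RT; luminescence.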
Gal4-VP16 FLuc: VP16 counterscreen qHTS for inhibitors of ROR gamma transcriptional activity; Drosophila S2 Gal4-VP16 UAS-luciferase, luminescence, 20 h; Potency, µM (titrated, usually from 53.6 µM), without a hit: at the top dose activity, negative = inhibition, actives largely listed as inhibitors; actives 3.5% (n = 310,000); AID 2546, 2010;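 also: Gal4-VP16 expression switched on by copper sulfate through the metallothionein promoter; % is scaled to controls: 0 for no effect and ±100 for the full control effect; nearly all actives have a fitted effect of over 50% in size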
ELG1 genotoxic: qHTS screen for small molecules that induce genotoxicity in human embryonic kidney (HEK293T) cells expressing luciferase-tagged ELG1; HEK293T ELG1-luciferase reporter, luminescence, 16 h; Potency, µM (highest dose often 46 µM), without a hit: top-dose activity change, positive = activation, usual class: activators; actives 1.3% (n = 330,000); also: % of control where 0% means no effect; nearly all actives have a fitted effect of over 60% in size
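HEK293T cells expressing luciferase-tagged ELG1 were treated with compound or DMSO for 16 hr at 37°C. Luciferase activity was then read after 30 min with ONE-Glo at room temperature; rising signal flags genetic stress.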
MBNL1-CUG inh: qHTS Assay for Inhibitors of MBNL1-poly(CUG) RNA binding; Muscleblind-like protein 1 (Homo sapiens), Q9NR56; TR-FRET MBNL1-His/biotin-(CUG)12 binding, 665/545 ratio; Potency, µM (doses to about 57.5 µM), for the others: at the top dose activity change, negative = inhibition, most hits filed as inhibitors; actives 0.036% (n = 280,000); AID 2675, 2010; active = well fitted inhibition curve with a large enough effect in the signal ratio, with a control signal flat, not every such curve was filed as active; inconclusive = small, poorly fitted or top-dose-only effect, or effect the other way, or a change in a side signal; inactive = no such curve, though single readings can be large or run the other way; the % refers to the signal ratio; also: % is scaled to controls: 0 for no effect and ±100 for the full control effect
Target sequence (Q9NR56 whole entry, looked up): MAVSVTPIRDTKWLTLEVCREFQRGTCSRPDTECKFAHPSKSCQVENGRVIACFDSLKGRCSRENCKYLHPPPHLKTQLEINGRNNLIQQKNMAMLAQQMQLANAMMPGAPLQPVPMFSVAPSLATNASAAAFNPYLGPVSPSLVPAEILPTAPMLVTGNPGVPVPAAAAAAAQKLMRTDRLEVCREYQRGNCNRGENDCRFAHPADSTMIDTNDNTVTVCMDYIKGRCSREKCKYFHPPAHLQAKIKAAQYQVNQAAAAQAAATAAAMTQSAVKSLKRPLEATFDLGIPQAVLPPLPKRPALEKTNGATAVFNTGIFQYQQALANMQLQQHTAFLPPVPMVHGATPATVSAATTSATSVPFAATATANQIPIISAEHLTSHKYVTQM
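Inhibition of protein-RNA binding appears as loss of TR-FRET between terbium anti-His antibody on MBNL1-His and streptavidin-XL665 on biotin-(CUG)12. Activity is normalized to buffer-only and uninhibited-complex controls.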
FLuc modulator: qHTS profiling assay for firefly luciferase inhibitor/activator using purifed enzyme and Km concentrations of substrates (counterscreen for miR-21 project). Luciferin 4-monooxygenase (Photinus pyralis), P08659. purified FLuc, Km substrates, luminescence inhibition. Potency, µM (doses to about 57.5 µM), for the others: top-dose activity change, negative = inhibition, most hits filed as inhibitors. actives 6.9% (n = 360,000). AID 588342, 2011;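 also: plate controls were vehicle for no effect and reference inhibitor for full effect; nearly all actives have a fitted effect of over 55% in size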
Target sequence (P08659 whole entry, looked up): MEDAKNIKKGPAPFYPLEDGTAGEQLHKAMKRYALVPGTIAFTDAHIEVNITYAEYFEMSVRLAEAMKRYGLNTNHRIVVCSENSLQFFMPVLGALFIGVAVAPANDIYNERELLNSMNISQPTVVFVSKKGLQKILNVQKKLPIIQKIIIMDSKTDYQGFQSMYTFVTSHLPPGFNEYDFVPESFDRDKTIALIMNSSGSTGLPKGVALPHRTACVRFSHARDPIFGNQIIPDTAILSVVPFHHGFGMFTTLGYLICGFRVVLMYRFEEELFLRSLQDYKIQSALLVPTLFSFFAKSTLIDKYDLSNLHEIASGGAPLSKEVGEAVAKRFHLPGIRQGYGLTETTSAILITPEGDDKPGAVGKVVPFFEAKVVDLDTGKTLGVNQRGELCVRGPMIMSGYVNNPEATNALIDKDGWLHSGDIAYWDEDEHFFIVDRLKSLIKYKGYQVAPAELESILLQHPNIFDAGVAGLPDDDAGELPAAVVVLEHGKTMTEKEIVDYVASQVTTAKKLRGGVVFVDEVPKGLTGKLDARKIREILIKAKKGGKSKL
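Biochemical qHTS of compounds, final roughly 60 µM downward over six points, against 10 nM purified firefly luciferase using Km concentrations of substrates (10 uM D-luciferin, 10 uM ATP) in Tris acetate pH 7.5 buffer; luminescence output.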
Active calls of the source: *; ? = inconclusive; · = no result given; [ ] = remark or other dose. Unless noted, calls follow the shape of the dose curve; as a rule, active = well fitted curve in the direction sought with a large enough effect; inconclusive = small, poorly fitted or top-dose-only effect, or another doubt; inactive = no such curve, though single readings can be large; an effect the other way counts as inactive or inconclusive. Potency is read from the fitted curve at half-maximal effect.

SMILES | Rab9 promoter act | RORg inh | BRCA1 expr up | uPA generation | NPC1 promoter act | p53 reactivation | Gal4-VP16 FLuc | ELG1 genotoxic | MBNL1-CUG inh | FLuc modulator
O=C1c2ccccc2C(Nc2ccc3c(c2)OCCO3)N1c1ccc(Cl)cn1 (stereo not given) | -3% | 40% | 34% | -17% | -2% | 11% | 18% | 4% | 1% | ?
CCn1c(=O)c2c3c(sc2n2c(=S)[nH]nc12)CCC3 | -2% | -35% | 8% | 6% | -2% | -2% | -7% | -2% | -5% | 2%
CN(CC(=O)Nc1ccccc1C(F)(F)F)C(=O)CSc1nnnn1C | -2% | -1% | 4% | 5% | -3% | 3% | 10% | 0% | -9% | -1%
CCn1cc(C(=O)NCc2ccco2)c(=O)c2cc(S(=O)(=O)N3CCC(C)CC3)ccc21 | -1% | 1% | -51% | -7% | -2% | ? | 4% | -7% | 10% | -3%
COC(=O)c1ccc(C(=O)OC)c(NC(=O)C2CCCO2)c1 (stereo not given) | 9% | · | 30% | -2% | 1% | · | · | 1% | 5% | 4%
COC(=O)c1ccc(Oc2nc(Nc3ccccc3)nc(N(C)C)n2)cc1 | -10% | -27% | -6% | -5% | -2% | 0% | -1% | -5% | 0% | 1%
NS(=O)(=O)c1c(Sc2ccccc2C(=O)O)ccc2ccccc12 | ? | -30%[1.91 µM] | ? | -1% | 20% | ? | 7% | ? | 465%[activator] | ?
Cc1cc(C)nc(NNS(=O)(=O)c2c(C)cc(C(C)(C)C)cc2C)n1 | -5% | · | 0% | -5% | 3% | -2% | · | 1% | · | 1%
Cc1[nH]c2ccc(C(=O)N3CCN(c4ccccn4)CC3)cc2c1C | -6% | 25% | -11% | 5% | -1% | -5% | -5% | 1% | 2% | -3%
CCCN1CCC(NC(=O)Cc2ccccc2C)CC1 | -2% | · | -10% | 9% | -2% | · | · | 3% | -11% | 0%
CCOc1cc(/C=C2\N=C3CCCCCN3C2=O)ccc1O | ? | 40% | 74% | -9% | 0% | 3% | -14% | ? | ? | ?
CSc1ccccc1NC(=O)COC(=O)c1c[nH]c(=O)[nH]c1=O | 3% | 6% | 7% | 4% | 16% | -2% | -2% | -2% | -20% | 1%
Oc1cccc(NC(=S)Nc2ccccc2)c1 | -2% | -4% | 9% | 7% | 1% | 5% | 4% | -1% | -1% | 4%
CCN(CC)c1nc2ccccc2n(Cc2cccc(OC)c2)c1=O | -1% | 0% | -26% | 3% | 1% | -6% | 7% | 2% | 3% | -2%
CCOC(=O)CN1C(=O)C(Sc2n[nH]c(-c3ccc(O)cc3)n2)CCc2ccccc21 (stereo not given) | 0% | 38% | -34% | 7% | 0% | -6% | 0% | -5% | -7% | -2%
COc1ccc(-c2nc(C#N)c(NCc3cccnc3)o2)cc1OC | 10% | 10% | -4% | -4% | 0% | 1% | 0% | ? | 7% | -20%
COc1ccc(N(C)S(=O)(=O)c2ccc3c(c2)CCC(=O)N3)cc1 | 1% | 25% | -19% | 3% | 1% | -4% | -1% | -2% | 8% | -2%
O=C(OCC(=O)N1CCOCC1)c1ccc(Br)cc1 | 16% | 14% | 59% | -1% | 16% | 13% | 1% | 22% | -1% | -19%
O=C(Nc1nc(-c2ccc(Cl)s2)cs1)c1ccncc1 | -29% | 31% | -45% | 5% | -8% | 7% | -4% | -4% | 0% | -5%
CN(C(=O)CSc1nnc(Nc2ccccc2F)s1)C1CCS(=O)(=O)C1 (stereo not given) | · | · | 1% | 2% | · | 15% | · | 2% | · | ·
CC(=O)Nc1ccc(OCC(=O)NCCc2ccccc2)cc1 | 5% | 3% | 10% | -4% | 7% | 2% | -8% | 3% | 7% | -5%
Cc1ccc(CN(Cc2cccnc2)C(=S)Nc2cc(Cl)ccc2C)cc1 | 1% | 3.2µM* | -39% | -14% | -2% | -2% | ? | 3% | 0% | 3%
CC(C)C(NC(=O)C(c1ccccc1)c1ccccc1)c1nc2ccccc2[nH]1 (stereo not given) | -7% | 43% | -44% | -5% | -3% | 0% | ? | -13% | -1% | 3%
CC(=O)Nc1ccc(C(=O)OCc2ccc(Cl)cc2)cc1 | -2% | 37% | -16% | · | -1% | 3% | 14% | 0% | 2% | ?
CCCCn1c(N)c(N(C)C(=O)C2CC(=O)N(Cc3ccco3)C2)c(=O)[nH]c1=O (stereo not given) | · | · | 6% | 4% | · | -1% | · | 2% | · | ·

Some of the entries so far, tab-delimited.
molecule	Rab9 promoter act	RORg inh	BRCA1 expr up	uPA generation	NPC1 promoter act	p53 reactivation	Gal4-VP16 FLuc	ELG1 genotoxic	MBNL1-CUG inh	FLuc modulator
CC(=O)Nc1ccc(OCC(=O)NCCc2ccccc2)cc1	5%	3%	10%	-4%	7%	2%	-8%	3%	7%	-5%
Cc1ccc(CN(Cc2cccnc2)C(=S)Nc2cc(Cl)ccc2C)cc1	1%	3.2µM*	-39%	-14%	-2%	-2%	?	3%	0%	3%

Further results.
SMILES | Rab9 promoter act | RORg inh | BRCA1 expr up | uPA generation | NPC1 promoter act | p53 reactivation | Gal4-VP16 FLuc | ELG1 genotoxic | MBNL1-CUG inh | FLuc modulator
CNC(=O)c1ccccc1-c1ccccc1 | -1% | 7% | 1% | -3% | 1% | 0% | -3% | 3% | -6% | 0%
O=C(COC(=O)CCCOc1ccccc1)NC1CCS(=O)(=O)C1 (stereo not given) | 0% | · | 0% | -3% | -4% | 8% | · | -5% | · | -1%
CC(C(=O)NCCC1=CCCCC1)N1C(=O)c2ccccc2C1=O (stereo not given) | 4% | ? | -28% | -26% | 1% | 2% | -2% | 1% | 9% | -14%
CCn1ccc(C(=O)Nc2ccc(S(=O)(=O)Nc3ccccc3OC)cc2)n1 | 0% | 27% | 3% | 8% | 2% | -1% | -2% | -4% | -4% | 4%
COc1ccc(S(=O)(=O)N(C(=O)C(C)C)c2ccc3oc(=O)sc3c2)cc1 | 3% | -1% | -56% | · | 2% | 2% | 1% | -7% | 3% | -2%
COc1cccc(-c2nc(-c3ccccc3)nc(N3CCN(C)CC3)c2C#N)c1 | -10% | ? | -3% | 0% | -6% | -9% | -5% | -10% | -23% | 2%
COc1cc(C(=S)N2CCOCC2)cc(OC)c1OC(=O)c1ccc(F)cc1 | 0% | ? | -38% | -1% | -3% | -19% | -3% | 2% | -3% | ?
O=C(COC(=O)c1cccs1)Nc1cc(S(=O)(=O)N2CCOCC2)ccc1Cl | -2% | 20% | 19% | 2% | 0% | 0% | -5% | -1% | -3% | -2%
CC(OC(=O)c1ccc(C(C)(C)C)cc1)C(=O)NC1CCCCC1C (stereo not given) | -1% | 42% | -39% | 5% | -2% | 3% | 14µM* | -6% | -5% | ?
O=C1CCCc2oc3c(cc(NS(=O)(=O)c4ccc5c6c(cccc46)C(=O)N5)c4ccccc43)c21 | -3% | -6% | -70%[inhibitor] | 7% | -5% | 0% | 12% | -5% | ? | -3%
COc1ccccc1CC1(C)NC(=O)N(CC(=O)Nc2cc(C)on2)C1=O (stereo not given) | -1% | 17% | 7% | 6% | 1% | -6% | -2% | 2% | -1% | -1%
COc1ccc(OCC(=O)NNC(=S)NC(=O)c2ccc([N+](=O)[O-])cc2)cc1 | 1% | 5.6µM* | -6% | 3% | -3% | -1% | 5.6µM* | -4% | ? | -17%
CCn1cc(/C=C(\NC(=O)c2ccccc2)C(=O)NCCCN2CCOCC2)c2ccccc21 | -10% | -1% | -7% | -10% | 3% | -3% | 3% | -1% | 11% | 0%
CC1CC(C)CN(C(=O)c2cccc(NC(=O)CC3SC(N4CCCCC4)=NC3=O)c2)C1 (stereo not given) | · | · | -26% | -13% | · | -6% | · | -5% | · | ·
CCN(CC)CCN(C(=O)c1ccc(N2C(=O)CCC2=O)cc1)c1nc2cc3c(cc2s1)OCCO3 | 12% | 1% | 31% | -4% | 2% | 10% | -4% | 3% | -5% | -10%
OCC1(CCc2ccccc2)CCN(C/C=C/c2ccccc2)CC1 | -3% | 0% | -19% | -14% | 3% | · | 4% | -1% | -5% | 6%
N/C(=N\OS(=O)(=O)c1ccc2ccccc2c1)c1ccncc1 | -2% | 0% | 14% | 3% | 4% | 8% | 3% | 0% | -18% | 0%
O=S(=O)(NC1CCCCC1N1CCCCC1)c1ccc(Cl)cc1 (stereo not given) | 0% | -6% | -21% | 2% | 0% | · | -11% | -8% | -2% | -1%
COc1ccccc1C(=O)COC(=O)C1(C)CC1(Cl)Cl (stereo not given) | · | · | 14% | -1% | · | 23% | · | 1% | · | ·
Cc1ccc2c(c1)-c1nc3ccccc3cc1C2=NC1CCCCC1 | 3.5µM* | -2% | 31% | -8% | ? | ? | ? | ? | ? | 11µM*
O=C(COc1ccc2ccccc2c1)NNC(=O)c1ccccc1 | -3% | -28% | -10% | 0% | 0% | 2% | -1% | -3% | 92%[activator] | -1%

Assay outcomes deposited in PubChem by National Center for Advancing Translational Sciences (NCATS).
